Screening data as filed in PubChem BioAssay.
ERG-DNA inh: blocks human ERG Ets domain binding to DNA; P11308; fluorescence polarization, His-ERG Ets domain / labelled DNA; Potency, µM (titrated, usually from 76.9 µM), for the others: top-dose FP activity, negative = inhibition, hits mostly inhibitors; 370,000 tested, 0.028% active; active means well fitted inhibition curve with a large enough effect in the polarisation, with a control signal flat; inconclusive means small, poorly fitted or top-dose-only effect, or effect the other way, or a change in a side signal; inactive means no such curve, though single readings can be large or run the other way; the % refers to the polarisation;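 further: polarization taken with two DNA probes labelled with fluorescein and Texas red; % of control where 0% means no effect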
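His-tagged ERG Ets domain (1 uM in the protein solution; 300mM KCl, 50mM Tris-HCl, 1mM EDTA, 1mM DTT, pH 7.5) received compound, then a probe mix of 5 nM fluorescein-DNA and 100nM Texas-615-DNA. Fluorescence polarization was read for both dyes.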
RGS4 inh: human RGS4 inhibition; P49798; AID 504845; Potency, µM (top dose mostly 114 µM), for inactives: top-dose activity change, negative = inhibition, hits mostly inhibitors; 390,000 tested, 0.039% active; Transcreener GDP fluorescence polarization, RGS4-accelerated GTP hydrolysis; further: on the % scale 0 is the no-effect control and ±100 the full control effect; nearly all actives have a fitted effect of over 75% in size; some results filed as inactive show a strong effect at the top dose
Target sequence (P49798 whole entry, looked up): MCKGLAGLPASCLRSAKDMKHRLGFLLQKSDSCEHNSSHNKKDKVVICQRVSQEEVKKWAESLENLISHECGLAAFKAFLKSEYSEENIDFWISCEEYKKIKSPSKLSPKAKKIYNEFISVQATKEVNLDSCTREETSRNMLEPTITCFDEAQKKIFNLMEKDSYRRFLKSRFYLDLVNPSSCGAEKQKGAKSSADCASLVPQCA
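MLSMR compounds (23 nl, pin-transferred) preincubated 10 min at room temperature with a 500nM (2x) first reagent, then RGS4 at 900nM (2x) plus Transcreener GDP mix added; fluorescence polarization (620/688 nm) read before and after 90 min at 30 °C.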
TrxR1 inh: inhibitors of rat thioredoxin reductase 1. O89049. recombinant rTrxR1, NADPH fluorescence consumption, selenite substrate. Potency, µM (series often up to 114 µM), for inactives: top-dose activity change, negative = inhibition, actives largely listed as inhibitors. 390,000 tested, 1% active. AID 588453; further: on the % scale 0 is the no-effect control and ±100 the full control effect; nearly all actives have a fitted effect of over 65% in size
Target sequence (O89049 whole entry, looked up): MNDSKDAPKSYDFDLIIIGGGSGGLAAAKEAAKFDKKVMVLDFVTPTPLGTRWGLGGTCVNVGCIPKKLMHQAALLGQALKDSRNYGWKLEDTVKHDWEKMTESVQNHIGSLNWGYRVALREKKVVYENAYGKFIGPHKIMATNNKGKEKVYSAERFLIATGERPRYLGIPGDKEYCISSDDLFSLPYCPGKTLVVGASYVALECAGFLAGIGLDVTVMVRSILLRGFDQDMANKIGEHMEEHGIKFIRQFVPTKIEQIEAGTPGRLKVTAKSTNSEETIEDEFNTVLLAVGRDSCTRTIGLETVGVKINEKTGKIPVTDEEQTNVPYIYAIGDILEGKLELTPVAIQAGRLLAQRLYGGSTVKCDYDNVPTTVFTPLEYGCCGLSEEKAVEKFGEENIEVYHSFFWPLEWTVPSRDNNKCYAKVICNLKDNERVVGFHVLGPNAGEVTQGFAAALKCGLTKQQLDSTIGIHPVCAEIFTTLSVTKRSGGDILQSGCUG
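Rat TrxR1 (90 nM in the dispensed reagent) was pre-reduced with 400 uM NADPH for 5 min at room temperature, then incubated with compound for 15 min. After 400 uM selenite was added, NADPH fluorescence (Ex 340/Em 450 nm) was followed for 8 min.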
JMJD2A Tudor inh: JMJD2A Tudor domain (human) inhibition. O75164. AlphaScreen JMJD2A-Tudor / H3K4me3 peptide binding. Potency, µM (doses to about 114 µM), for inactives: at the highest dose activity change, negative = inhibition, actives largely listed as inhibitors. 390,000 tested, 4.4% active; further: on the % scale 0 is the no-effect control and ±100 the full control effect; nearly all actives have a fitted effect of over 50% in size
12-LOX inh: ALOX12 (human) lipoxygenase inhibition; 580,000 tested, 1.1% active; P18054; AID 1671190; purified 12hLO, xylenol orange hydroperoxide absorbance; Potency, µM (series often up to 108 µM), for the others: at the top dose activity change, negative = inhibition, hits mostly inhibitors; further: on the % scale 0 is the no-effect control and ±100 the full control effect
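Purified human 12hLO at 150 nM in 25 mM Hepes, 0.01% Triton X-100, pH 7.0, preincubated 15 min at room temperature with compound. Reaction started with 40 uM arachidonic acid, 30 min at room temperature. Hydroperoxide measured by Fe-xylenol orange, 573/405 nm absorbance ratio.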
Pin1 inh: human Pin1 inhibition; Q13526; Pin1 FP peptide displacement, HiFluor488, 10 min; Potency, µM (series often up to 115 µM), inactives show at the top dose activity, negative = inhibition, most hits filed as inhibitors; 390,000 tested, 0.009% active; AID 504891; active means well fitted inhibition curve with a large enough effect in the polarisation, with a control signal flat, not every such curve was filed as active; inconclusive means small, poorly fitted or top-dose-only effect, or effect the other way, or a change in a side signal; inactive means no such curve, though single readings can be large or run the other way; the % refers to the polarisation; further: on the % scale 0 is the no-effect control and ±100 the full control effect
Target sequence (Q13526 whole entry, looked up): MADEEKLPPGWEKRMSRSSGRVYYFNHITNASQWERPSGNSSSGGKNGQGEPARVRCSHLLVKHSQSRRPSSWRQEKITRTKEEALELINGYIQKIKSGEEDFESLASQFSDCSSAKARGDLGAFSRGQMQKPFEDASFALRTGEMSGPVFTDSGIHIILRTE
PGK inhibitor: blocks T. brucei phosphoglycerate kinase | P07378 | 380,000 tested, 0.043% active | Potency, µM (highest dose often 57.5 µM), for inactives: top-dose activity change, negative = inhibition, usual class: inhibitors | PGK/GAPDH coupled, Kinase-Glo luminescence, 60 min; further: on the % scale 0 is the no-effect control and ±100 the full control effect; nearly all actives have a fitted effect of over 60% in size
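Luminescent ATP detection (Kinase-Glo Plus) follows a 60-minute room-temperature incubation, with wells lacking PGK as controls. Buffer: 100 mM TEA (pH 7.6), 5 mM MgCl2, 0.01% Tween-20. Coupling enzyme GAPDH (100 nM final) supplies unstable 1,3-BPG in-well.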
HP1b binding inh: HP1-beta chromodomain-methylated histone interaction inhibition; P83916; AlphaScreen HP1-beta / biotin-H3K9me3 peptide binding; Potency, µM (series often up to 114 µM), inactives show top-dose activity change, negative = inhibition, usual class: inhibitors; 390,000 tested, 0.56% active; AID 540317; further: nearly all actives have a fitted effect of over 70% in size; inactives centre near 23
Target sequence (P83916 whole entry, looked up): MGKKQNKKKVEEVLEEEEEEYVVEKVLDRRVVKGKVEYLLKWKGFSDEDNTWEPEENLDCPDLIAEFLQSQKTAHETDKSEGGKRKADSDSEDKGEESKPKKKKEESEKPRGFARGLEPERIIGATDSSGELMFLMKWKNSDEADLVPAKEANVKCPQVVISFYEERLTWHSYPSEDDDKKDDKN
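AlphaScreen: HP1-beta (50 nM) preformed 30 min with biotin-H3(1-18)K9me3 peptide (50 nM) in PBS pH 7.4, 0.01% Tween-20. Compound added for 30 min at RT, then streptavidin donor/nickel chelate acceptor beads (10 ug/mL) for 30 min.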
GLS inhibitor: glutaminase GLS (human) inhibition; O94925; GLS enzymatic activity, qHTS titration; Potency, µM (top dose mostly 45.5 µM), for the others: at the top dose activity change, negative = inhibition, hits mostly inhibitors; 410,000 tested, 0.21% active; further: on the % scale 0 is the no-effect control and ±100 the full control effect
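Read-out is an Amplex red fluorescence increase coupled through glutamate oxidase and HRP, measured before and after 30 min room-temperature incubation. hKGA is in 45 mM KH2PO4 (pH 8.2) with 0.02% Tween-20; glutamine added as 1mM solution.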
Starred values were filed as active, the others as inactive; i = inactive; ? = inconclusive; / = no result given; & = joins results of further samples; [ ] = another dose, or the depositor's remark. Unless noted, the call rests on the fitted dose curve; in most records, active means well fitted curve in the direction sought with a large enough effect; inconclusive means small, poorly fitted or top-dose-only effect, or another doubt; inactive means no such curve, though single readings can be large; an effect the other way counts as inactive or inconclusive. Potency means the concentration at half of the fitted maximal effect. The list is partial, so the mix of outcomes need not match the whole.

SMILES	ERG-DNA inh	RGS4 inh	TrxR1 inh	JMJD2A Tudor inh	12-LOX inh	Pin1 inh	PGK inhibitor	HP1b binding inh	GLS inhibitor
CNC(=O)C(=O)NCC1OCCCN1S(=O)(=O)c1ccc2c(c1)OCCO2 (configuration not stated)	-3%	-14%	9%[57.1 µM]	-7%	25%	4%	-1%	40%[activator]	-13%
Cc1nnc(SCCn2c(N(C)Cc3ccccc3)nc3c2c(=O)[nH]c(=O)n3C)s1	3%	12%	12%[57.1 µM]	-11%	6%[57.4 µM]	3%	0%	15%	-2%
CCOC(=O)N1CCN(S(=O)(=O)c2ccc(OC)cc2)CC1	0%	11%	27%	-13%	14%	-7%	-9%	20%	0%
O=C(Nc1nnc(Cc2ccc(F)cc2)s1)Nc1ccccc1F	-1%	20%	36%	5%	3%	3%	7%	24%	3%
Cc1ccc(/C=N/n2c(C)cc(C)c(C#N)c2=O)o1	-2%	-17%	3%	5%[57.1 µM]	-16%	0%	3%	52%[activator]	0%
COc1ccccc1[C@@H]1C(c2ccccc2)=NN(c2ccccc2)[C@H]1C(=O)N1CCOC1=O	1%	-13%	89%[activator]	10%	-16%	33%[activator]	i	131%[activator]	-4%
CC(=O)NCCOc1nc(N(C)C)nc(N2CCCCC2)n1	-16%	24%	24%	-10%	-17%	-5%	/	31%	-7%
O=C(NCCSc1ccccc1)c1ccc(Br)cc1	2%	18%	-5%	18%	2%	5%	4%	60%[activator]	10%
COc1ccccc1N1C(=O)C(Cl)=C(N2CCCC2)C1=O	-4%	-24%	19%[57.1 µM]	9%	?	10%	-7%	101%[activator]	-10%
O=C(c1ccc(S(=O)(=O)N2CCOCC2)cc1)N1CCc2ccccc21	0%	-18%	-7%	-19%	-3%	-5%	-5%	-21%	0%
Cc1cc(C)n2cc(CSc3ccc(Cl)cc3)nc2n1	-3%	-16%	24%	7%	59%[activator]	-5%	-3%	47%[activator]	1%
Cc1cnc(NC(=O)Nc2ccccc2)c(C)n1	9%	-20%	7%	1%	0%	3%	-15%	54%[activator]	-11%
COc1ccc(-n2c3c(c(=O)[nH]c2=O)C(C(F)(F)F)(C(F)(F)F)N=C(CC(C)C)N3)cc1	-5%	1%	14%	-6%	0%	-3%	3%	26%	-7%
COc1cc(N/C(N)=N/c2nc(C)cc(C)n2)cc(OC)c1	6%	9%	4%	-6%	6%	4%	4%	23%	1%
O=C(CN1CCC(NC(=O)Nc2ccccc2-c2ccccc2)CC1)NCc1ccco1	-1%	5%	-4%	-31%	-44%	-1%	i	3%	6%

2 compounds picked at random from the list so far:
SMILES	ERG-DNA inh	RGS4 inh	TrxR1 inh	JMJD2A Tudor inh	12-LOX inh	Pin1 inh	PGK inhibitor	HP1b binding inh	GLS inhibitor
COc1cc(N/C(N)=N/c2nc(C)cc(C)n2)cc(OC)c1	6%	9%	4%	-6%	6%	4%	4%	23%	1%
O=C(c1ccc(S(=O)(=O)N2CCOCC2)cc1)N1CCc2ccccc21	0%	-18%	-7%	-19%	-3%	-5%	-5%	-21%	0%

Next entries follow.
SMILES	ERG-DNA inh	RGS4 inh	TrxR1 inh	JMJD2A Tudor inh	12-LOX inh	Pin1 inh	PGK inhibitor	HP1b binding inh	GLS inhibitor
Cc1ccc(C)c(-c2ccc(=O)n(Cc3c(F)cccc3Cl)n2)c1	3%&9%	6%&-6%	-12%&8%	30%&26%	0%&2%	-3%&-2%	-3%&-1%	51%&112%[activator]	-6%&-9%
O=C(NNC(=O)c1sc2cccc(Cl)c2c1Cl)NC1CCCCC1	16%	8%	11%	-11%	-4%	-1%	-5%	51%	13%
N=c1c(C(=O)NCc2ccc3c(c2)OCO3)cc2c(=O)n3ccccc3nc2n1Cc1cccnc1	1%	-22%	-9%	-29%	-1%	40%[activator]	-2%	2%	-8%
COCCNC(=O)CN1CCN(S(=O)(=O)c2ccc3c(c2)CCCC3)CC1	2%	1%	14%	-8%	-5%	5%	-9%	25%	3%
Cn1cnnc1Sc1ccc(CN2CCN(C3CCCC3)C(CCO)C2)o1 (configuration not stated)	2%	3%	15%	-11%	-7%	-1%	i	19%	8%
Cc1cc(-c2ccccc2)nc(SCC(=O)N2CCCC2)n1	7%	-1%	-5%[57.1 µM]	-10%	?	2%	-1%	-18%	-2%
NC(=O)C(NC(=O)OCc1ccccc1)c1ccccc1 (configuration not stated)	-2%	6%	20%[57.1 µM]	-13%	-6%	0%	i	48%[activator]	0%
O=S1(=O)CC2N=C(N(Cc3c(F)cccc3Cl)c3ccccc3F)SC2C1 (configuration not stated)	3%	28%	-5%	-20%	?	1%	-3%	-7%	9%
Cc1cc(Br)ccc1SCC(=O)OCC(=O)N1CCN(C(=O)c2ccco2)CC1	0%	-8%	?	-29%	-4%	-2%	-10%	10%	-5%
CCOc1ccc(-c2cc(C(=O)N/N=C(\C)c3cccnc3)c3ccccc3n2)cc1	-25%	-31%	36%	-12%	0%	5%	i	45%[activator]	2%
Cc1ccc2nc(N(Cc3cccnc3)C(=O)C3CCCCC3)sc2c1	2%	-3%	11%[57.1 µM]	-9%	5%	-1%	-9%	33%	-5%
Cc1ccc(S(=O)(=O)N(C)c2ccc(C(=O)N(CC(C)C)C3CCS(=O)(=O)C3)cc2)cc1 (configuration not stated)	-15%	11%	-8%	-19%	6%	-3%	4%	6%	0%
O=C(NNC(=O)c1ccc2c(=O)n3c(nc2c1)CCC3)c1ccc(F)cc1	-1%	0%	-1%	-11%	22%	-11%	-13%	14%	3%
CCN(CC)S(=O)(=O)c1ccc(N2CCOCC2)c(NC(=O)c2ccc(F)cc2)c1	-5%	-38%	21%[57.1 µM]	-2%[11.4 µM]	12%	3%	4%	-1%	1%
Cc1cc(C)cc(NC(=O)C(Sc2ncnc3ccccc23)c2ccccc2)c1 (configuration not stated)	18%	13%	-11%	-23%	-15%	?	-1%	28%	18%
Cc1ccc(S(=O)(=O)N2CCN=C2SCc2ccccc2)cc1	-4%	-6%[11.4 µM]	24%	35%	-12%	?	2%	31%	-4%
O=C(c1ccc(CSc2nc3ccncc3n2Cc2cccc(F)c2)cc1)N1CCCCC1	3%	11%	1%	-11%	-29%	3%	i	46%	-6%
CC(C)Cn1c(N)c(C(=O)COC(=O)c2ccc3c(c2)OCCO3)c(=O)n(C)c1=O	-3%	-2%	6%	-11%	0%	4%	4%	19%	-1%
CC(NC(=O)c1cccc(OC2CCN(C3CCN(C)CC3)CC2)c1)c1ccccc1 (configuration not stated)	-6%	21%	-9%	-19%	-2%	-3%	-3%	1%	14%
CCOc1ccc(CCNC(=O)C2CCCN(C(=O)N(C)C)C2)cc1OCC (configuration not stated)	/	16%	23%	-3%	3%	-12%	/	20%	4%
CCN(CC)C(=O)CSc1nc2c(sc(=S)n2-c2ccccc2)c(=O)n1Cc1ccco1	2%	?	?	-28%	?	0%	-11%	-31%	14%
C/C(=N\Nc1nncc2ccccc12)c1ccc(OCC(=O)N(C)C)cc1	18%	54%[activator]	-17%	-24%	11%	-14%	-1%	-18%	14%
COc1ccc(CNC(=O)C2CCN(S(C)(=O)=O)CC2)c(OC)c1	-14%	3%	22%	-2%	1%	0%	-1%	25%	2%
COc1ccc(NC(=O)Cc2c(F)c(F)c(F)c(F)c2F)cc1OC	-2%	-21%	3%	-13%	-15%	-2%	i	29%	-6%
COc1cc(-c2cc(C(=O)NCc3ccc(S(N)(=O)=O)cc3)c3ccccc3n2)cc(OC)c1OC	4%	-30%	5%	2%	-10%	-1%	-12%	38%[activator]	-4%
O=C(CC1CCCCC1)NCCCN1CCOCC1	4%	9%	4%[57.1 µM]	-13%	-21%	-4%	-8%	33%	-1%
Cc1ccc(-c2nnc(SCC(=O)N/N=C/c3ccccc3C(=O)O)n2-c2ccc(C)cc2)cc1	3%	7%	-28%	-17%	-12%	7%	3%	32%	14%
Cc1ccc(S(=O)(=O)NC(CCc2ccccc2)CC(=O)C(C)(C)C)cc1 (configuration not stated)	14%	9%	24%	12%	/	0%	0%	72%[activator]	4%
CCOCCCNC(=O)C1CCN(C(=O)N(C)C)CC1	/	0%	21%	-9%	25%	-1%	/	37%	-1%
COc1ccc(COC(=O)C2CCN(S(=O)(=O)c3ccc(OC)c(OC)c3)CC2)cc1	3%	22%	27%	-7%	168%[activator]	?	8%	31%[activator]	3%
CC(C)(C)c1cc(C(=O)O)nn1-c1ccccc1	-7%	-9%	1%	?	-11%	-8%	-3%	31%	-3%
COc1cc(OC)c(NC(=O)c2ccc(F)cc2)cc1Cl	14%	22%	14%	8%	8%	3%	-3%	18%	4%
COc1ccccc1Nc1nc(C)cc(C)n1	5%	16%	28%[2.29 µM]	8%	4%	-1%	-8%	43%[activator]	-3%
CCOC(=O)C1C(C(=O)Nc2cccc(C(F)(F)F)c2)C1C(=O)NC(C)C (configuration not stated)	2%	11%	4%	-15%	4%	-1%	-7%	39%[activator]	0%
COc1ccc(CN2CCNC(=O)C2CC(=O)NC2CCCCCC2)c(C)c1C (configuration not stated)	-4%	5%	-30%	-8%	32µM*	-16%	i	29%	-16%
Cc1ccc(C(=O)N2CCc3ccccc32)cc1	/	14%	1%	1%	17%	-2%	-5%	25%	0%
COC(=O)C1[C@H]2C(=O)N(Cc3cccs3)C[C@]23C=C[C@H]1O3 (some centres not stated)	9%	-10%	?	-14%	1%	5%	i	37%[activator]	2%
